E-sel inducer = E-selectin induction on HUVECs; HUVEC E-selectin immunofluorescence imaging; normalized: neutral wells 0, TNF-alpha wells 100; P16581; activation, % at 7.58 µM; 260,000 compounds, 0.37% hits;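 active = mean E-selectin-positive cell signal at least 10% of the positive control, reached in at least 60% of replicates, without over 20% cell loss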;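 note: in these data hits start at about 27%; measured in HUVEC primary endothelial cells; signal is the percent of cells scored E-selectin positive by PE staining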
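Material: HUVEC primary endothelial cells; Amount: 3,000 cells per well; Dosing: single concentration; Medium: EGM-2 growth medium on 0.1% gelatin-coated wells; Read-out basis: percent E-selectin-positive cells; Signal: immunofluorescence imaging; Control set: TNF-alpha, DMSO.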
PGC1a acetyl inh = lowers PGC1a acetylation signal in U2OS cells. AlphaScreen anti-acetyl-lysine; with virally co-expressed GCN5 acetyltransferase. inhibition, % at 15.6 µM. 350,000 compounds, 0.17% hits. AID 651687;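 active = every replicate shows inhibition of at least 40%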;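 note: 0% = neutral control wells and 100% = positive control wells; some results beyond the cut were filed as inactive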
ERAP1 inh = inhibitors of human ERAP1 aminopeptidase | Q9NZ08 | recombinant ERAP1, Leu-AMC fluorescence, 60 min | inhibition, % at 10.7 µM | 340,000 compounds, 0.15% hits;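 active = mean replicate inhibition of at least 30%, or all replicates individually reaching that 30% level; inactive = mean below 30% and not every replicate reaching it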;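 note: 0% = neutral control wells and 100% = L-leucinethiol positive control wells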
Target sequence (Q9NZ08 whole entry, looked up): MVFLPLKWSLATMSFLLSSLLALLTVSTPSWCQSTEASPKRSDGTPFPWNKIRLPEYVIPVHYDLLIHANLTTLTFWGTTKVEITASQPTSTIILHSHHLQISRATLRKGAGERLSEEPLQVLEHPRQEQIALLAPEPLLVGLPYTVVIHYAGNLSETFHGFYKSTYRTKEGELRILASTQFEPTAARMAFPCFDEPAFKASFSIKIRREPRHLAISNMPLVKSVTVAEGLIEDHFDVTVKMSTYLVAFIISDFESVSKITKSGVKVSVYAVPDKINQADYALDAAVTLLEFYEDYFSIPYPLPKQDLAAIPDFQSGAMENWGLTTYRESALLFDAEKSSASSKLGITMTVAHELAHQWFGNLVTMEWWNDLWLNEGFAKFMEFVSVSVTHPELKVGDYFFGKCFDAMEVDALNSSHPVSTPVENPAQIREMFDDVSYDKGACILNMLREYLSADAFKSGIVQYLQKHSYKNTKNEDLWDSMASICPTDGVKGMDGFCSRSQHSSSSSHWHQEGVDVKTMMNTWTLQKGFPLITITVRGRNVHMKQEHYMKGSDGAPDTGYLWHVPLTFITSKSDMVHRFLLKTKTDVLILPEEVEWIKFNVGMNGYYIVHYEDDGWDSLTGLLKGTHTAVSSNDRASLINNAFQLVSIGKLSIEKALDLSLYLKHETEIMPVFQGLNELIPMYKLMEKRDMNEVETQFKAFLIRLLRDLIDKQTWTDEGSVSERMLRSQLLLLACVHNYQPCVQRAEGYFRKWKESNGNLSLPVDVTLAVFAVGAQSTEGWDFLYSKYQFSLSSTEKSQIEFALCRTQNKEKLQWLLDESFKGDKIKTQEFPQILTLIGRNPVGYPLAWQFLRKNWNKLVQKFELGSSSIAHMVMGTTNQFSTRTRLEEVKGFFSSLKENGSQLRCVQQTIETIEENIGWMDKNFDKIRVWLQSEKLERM
RAD54 inh = RAD54 (human) branch migration inhibition; Q92698; RAD54 Holliday junction branch migration, FAM/BHQ fluorescence; inhibition, % at 10.4 µM; 360,000 compounds, 0.14% hits; AID 602329;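 active = mean normalized replicate activity at least 40 and at least half of replicates scoring 40 or more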;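 note: 0% = median of neutral control wells and 100% = median of positive control wells; inhibitors cause a drop in the FAM fluorescence signal; in these data hits start at about 50%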
Cneo AK release = Cryptococcus neoformans lysis via adenylate kinase release. C. neoformans lysis, adenylate kinase release luminescence, 4 h; normalised: neutral wells 0, clomiphene wells 100. lysis activity, % at 15 µM. 360,000 compounds, 0.2% hits. AID 651654;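 active = mean lysis activity across replicates of at least 80%, whatever share of replicates individually reach that level; inactive = mean lysis activity below 80%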
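Schedule: static 4 h at 37 °C with compound, 1 h detection; system: C. neoformans cells; benchmarks: Clomiphene as positive control; buffer or medium: fresh YPD medium; measure: luminescence rise reflecting yeast cell lysis; measured by: luminescent adenylate kinase detection reagent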
RAD52 anneal inh = inhibitors of human RAD52 DNA annealing; P43351; AID 651710; recombinant RAD52 DNA annealing, FRET fluorescence; inhibition, % at 18.7 µM; 360,000 compounds, 0.46% hits;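 active = every replicate showing at least 50% inhibition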
PglD DTNB = inhibitors of Campylobacter jejuni PglD acetyltransferase; purified PglD enzyme, DTNB colorimetric CoA detection; inhibition, % at 12.5 µM; 360,000 compounds, 0.098% hits; AID 602405; in the data active = inhibition above about 16%, passing the limit was not always enough; note: strong numbers were not always called active
miR-122 sensor = blocks miR-122 activity in Huh7 sensor cells; activation (reporter increase), % at 12.5 µM; 340,000 compounds, 0.3% hits; AID 602342; Huh7 miR-122 Renilla luciferase sensor, 48 h; neutral wells = 0, positive control = 100;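 active = mean replicate activation score at least 90 and every replicate individually at or above 90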;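 note: higher luciferase means less miR-122 activity so hits act as miR-122 inhibitors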
* = called active by the depositor; x = no result given; & = joins results of further samples; [ ] = another dose, or the depositor's remark. No enrichment for hits. About 1.4% of those tested had a hit in this group.

SMILES	miR-122 sensor	PglD DTNB	PGC1a acetyl inh	RAD54 inh	ERAP1 inh	RAD52 anneal inh	Cneo AK release	E-sel inducer
C[C@@H](NC(=O)C[C@@H]1C[C@H]2c3cc(NC(=O)CN(C)C)ccc3O[C@H]2[C@H](CO)O1)c1ccccc1	-2[16.7 µM]	2	x	3	-3	-2	14	0.9
Cc1ccc2nc(-c3ccccc3NC(=O)CCC(=O)O)c(=O)[nH]c2c1	2	4	16	8	1	-11	-3	x
CCn1c(SCC(=O)O)nc2ccccc21	x	0	x	-19	-3	-10	0	1.8
CCN(CC)S(=O)(=O)c1cccc(C(=O)OCC(=O)NC(C)c2ccccc2)c1 (stereo not drawn)	-9	-2	-1	-1	-4	-22	1	4.9
Cc1ccc2[nH]c(=O)c(C(c3nnnn3C(C)(C)C)N3CCN(C(=O)c4ccco4)CC3)cc2c1 (stereo not drawn)	-1	1	0	1	x	x	0	x
O=C(C[C@@H]1C[C@H]2c3cc(NC(=O)CC4CC4)ccc3O[C@H]2[C@@H](CO)O1)NCc1ccccc1	-5[16.7 µM]	0	6	1	1	-10	-1	-0.4
COc1cccc(CN2CCc3[nH]c(=S)[nH]c(=O)c3C2)c1	-3	-6	6	-3	-2	-19	1	0.0
O=C(CC12CC3CC(CC(C3)C1)C2)NCCN1CCOCC1	-1	-4	10	-13	x	x	1	x
COc1cccc(NC(=O)N[C@@H]2C=C[C@@H](CC(=O)N3CCCCC3)O[C@H]2CO)c1	x	-7	3	-2	0	11	45	-0.5
CCN(CC)c1ccc([N+](=O)[O-])cc1C(=O)N1CCOCC1	0	-18	1	10	3	-20	3	-0.4
Cc1nc2ccccc2n1CC(=O)OCC(=O)N1CCC(C)CC1	0	-6	-4	1	3	-5	0	-0.2
Cc1ccc(-c2nnc(SCC(C)C)n2C)cc1	x	-2	-1	3	x	x	-1	x
CC(=O)c1cccc(NC(=O)C(C)OC(=O)c2cc(C)oc2C)c1 (stereo not drawn)	x	-2	x	-6	-8	0	-1	0.1
CC(=O)NC(Cc1ccc(F)cc1)C(=O)NC1CCN(C(=O)NCc2ccccc2)CC1 (stereo not drawn)	x	1	x	-3	1	-29	0	0.2
C[C@@H](CN1C2=NC[C@H](C)N2C[C@H]1Cc1ccc(O)cc1)NC(=O)CCC1CCCCC1	1	-1	-12	6	-1	-6	0	-0.1
COc1ccc(/C=C/C(=O)NCCOc2ccc(C)cc2)cc1	-6	3	-5	-11	x	x	-3	x
COc1ccccc1NC(=O)N[C@H]1CC[C@@H](CCNC(=O)c2ccc3c(c2)OCO3)O[C@@H]1CO	-15[16.7 µM]	-1	-5	4	0	3	15	0.1
CC(C)(C)n1nnnc1C(CCc1ccccc1)N1CCN(C/C=C/c2ccccc2)CC1 (stereo not drawn)	8	3	5	-4	-2	-1	-12	-0.2
Cc1ccc(S(=O)(=O)N(C)C[C@H]2Oc3ccc(NC(=O)Nc4ccc(C(F)(F)F)cc4)cc3C(=O)N([C@H](C)CO)C[C@@H]2C)cc1	-14[16.7 µM]	0	-2	2	-5	-6	8	1.0
CNC(=O)C[C@H]1CC[C@@H]2[C@@H](COc3ccc(NC(=O)c4cccc(F)c4)cc3C(=O)N2C)O1	0&-2[16.7 µM]	1&-1	2&1	-7&3	-1&-1	3&-7	-1&-1	0.1&0.0

Next entries:
SMILES	miR-122 sensor	PglD DTNB	PGC1a acetyl inh	RAD54 inh	ERAP1 inh	RAD52 anneal inh	Cneo AK release	E-sel inducer
CN(C)CC#Cc1ccc([C@@H]2[C@@H](CO)N3CCCCN(C(=O)C4CCCC4)C[C@@H]23)cc1	-21[16.7 µM]	1	6	4	2	0	-1	x
CC1CCN(C(=S)NC(=O)c2ccc(C(C)(C)C)cc2)CC1	x	0	x	-6	0	-7	4	-1.5
Cc1ccc(-c2cc(C(=O)NCc3ccco3)c3ccccc3n2)s1	-6	-5	5	-2	x	x	-3	x
O=C(Cc1cccc2ccccc12)NN=Cc1ccc2c(c1)CCC2	13	0	-16	-4	0	1	0	6.8
COc1ccc(C(=O)NC(=S)NCc2ccccc2)cc1OC	3	-2	6	4	1	-8	12	x
CC(=O)c1sc2nc(-c3ccco3)ccc2c1N	8	-1	5	7	2	-2	-8	0.0
COc1ccc2c(C)c(CC(=O)N3C[C@H]4C[C@@H](C3)c3cccc(=O)n3C4)c(=O)oc2c1OC	-5	3	2	16	2	-5	4	x
CCOc1ccc2oc(C(=O)N3CCCN(C)CC3)c(C)c2c1	-10	1	-6	-2	5	-13	2	x
O=C(NCCN1CCOCC1)C1CC(=O)N(c2ccc(F)cc2)C1 (stereo not drawn)	-2	4	-5	-19	1	0	-2	0.2
Cc1ccc(NC(=O)CN(C)C(=O)Cc2ccc(Cl)c(Cl)c2)cc1	x	0	x	6	-2	-14	0	x
COc1ccc(S(=O)(=O)N(C)C[C@@H]2Oc3ccc(NC(=O)Nc4ccc(C(F)(F)F)cc4)cc3C(=O)N([C@H](C)CO)C[C@@H]2C)cc1	-4[16.7 µM]	-3	13	2	-2	-2	-1	-0.2
CCOC(=O)[C@@H]1[C@H]2COc3ccc(Br)cc3[C@@H]2N2C(=O)N(c3ccccc3)C(=O)[C@@]12C	x	3	x	-5	2	-23	-1	-0.1
C/C(CC(=O)NC(C)c1ccccc1)=N\NC(N)=S (stereo not drawn)	2	-2	3	-4	3	-16	0	0.0
Cc1ccccc1N1CCN(C2CCCN(C(=O)CCn3cnnn3)C2)CC1 (stereo not drawn)	1	-3	x	10	3	-3	-3	x
O=C(CSc1nnc(Cc2cc(=O)[nH]c(=O)[nH]2)n1-c1ccccc1)N1CCCCC1	2	-1	2	-6	x	-13	3	-0.3
N#Cc1cccc(-c2ccc([C@@H]3[C@@H](CO)N4CCCCN(C(=O)Nc5ccc(F)cc5)C[C@H]34)cc2)c1	-28[16.7 µM]	-4	2	8	-1	-24	-1	0.1
COc1ccc(C(=O)N/C(=C\c2ccccc2)C(=O)N2CCOCC2)cc1	-1	-94	4	-16	1	-8	0	0.1
CC1(C(=O)NS(=O)(=O)c2ccc(Br)cc2)CCN1C(=O)CCc1cccs1 (stereo not drawn)	-3	0	-3	-3	-9	-18	-1	0.9
CC(OC(=O)c1ccccc1C(=O)O)c1ccccc1 (stereo not drawn)	x	2	-1	-4	-5	-5	14	0.1
O=C(CCCOC(=O)c1ccc(O)cc1O)c1ccc(F)cc1	-12	1	x	-3	3	4	2	-0.3

The list goes on:
SMILES	miR-122 sensor	PglD DTNB	PGC1a acetyl inh	RAD54 inh	ERAP1 inh	RAD52 anneal inh	Cneo AK release	E-sel inducer
CCc1ccccc1NS(=O)(=O)c1cc2c3c(c1)CCN3C(=O)CC2	18	x	-4	x	1	-3	x	-0.8
O=C(NCC(=O)N1CCCC(C(F)(F)F)C1)c1ccc(Oc2ccccc2)cc1 (stereo not drawn)	x	2	x	6	4	-5	1	x
CCOC(=O)C1CCN(C(=O)COc2ccc(S(=O)(=O)NC(C)(C)C)cc2)CC1	-6	1	-9	-9	x	x	0	x
NC(=O)c1cc(S(=O)(=O)NCCCc2ccccc2)cs1	-2	-1	-1	8	-3	-8	4	0.1
CN(CC(=O)N1CCN(c2cccc(Cl)c2)CC1)S(=O)(=O)c1cccs1	-9	-8	1	1	x	x	4	x
Cn1c(=O)c(=O)n(C)c2cc(S(=O)(=O)N3CCN(c4ccc(F)cc4)CC3)ccc21	-1	-5	x	-1	x	x	-1	-0.3
CC[n+]1c(C)sc2c3ccsc3ccc21	12	x	1	x	12	-14	x	x
Cc1ccc(NS(=O)(=O)c2ccc(C(=O)N3CCCCCC3)cc2)cc1	0	1	4	-6	0	-8	0	-0.5
CCOC(=O)CC(NC(=O)c1cc2cc(Br)ccc2oc1=O)c1cccc([N+](=O)[O-])c1 (stereo not drawn)	0	4	x	-4	x	x	0	x
O=C1CCCc2sccc2N1	-1	6	5	-8	3	-2	-1	x
CC(C)(O)C#Cc1cccc(-c2nc(C(=O)O)cc3c2[C@@H](CCO)N(S(=O)C(C)(C)C)C3)c1 (stereo partly drawn)	x	x	-1	x	0	-69	x	0.0
Cc1cc(OCC(=O)NCC(c2cccs2)N2CCOCC2)ccc1C(C)C (stereo not drawn)	5	-4	-2	-7	3	-5	3	0.5
CC1(C)Cc2ccccc2C(Nn2cnnc2)=N1	-1	-1	4	7	-4	-24	-2	x
O=C(COC(=O)c1ccc(Br)o1)Nc1cccc(S(=O)(=O)N2CCOCC2)c1	-12	-1	-8	1	-3	-20	4	0.0
CC(C)(C)NCC(O)COc1ccccc1C(=O)CCc1ccccc1 (stereo not drawn)	-6	5	-17	15	0	2	0	x
Cc1ccc(/C=C(\C#N)c2nc3ccccc3[nH]2)s1	70	-4	-3	-8	x	x	-2	x
C[C@@H]1CN([C@H](C)CO)C(=O)c2cc(NC(=O)NC3CCCCC3)ccc2O[C@@H](C)CCCCO[C@H]1CN(C)Cc1ccccc1	-7[16.7 µM]	-44	20	6	-1	14	1	0.2
COc1ccc2c3c([nH]c2c1)[C@@H](CO)N(Cc1cc(F)ccc1F)CC31CN(C(=O)C2CCC2)C1	x	x	11	x	-2	-8	x	0.1
COc1ccc(NC(=O)Cc2c(F)cccc2Cl)cc1	0	-8	x	-3	x	-10	-1	3.5
N#C/C(C(N)=O)=C1/CCc2ccccc2N1	-2	3	10	-6	x	x	-6	x

By substructure: the entries above containing a furan ring, fused or not.
SMILES	miR-122 sensor	PglD DTNB	PGC1a acetyl inh	RAD54 inh	ERAP1 inh	RAD52 anneal inh	Cneo AK release	E-sel inducer
Cc1ccc2[nH]c(=O)c(C(c3nnnn3C(C)(C)C)N3CCN(C(=O)c4ccco4)CC3)cc2c1 (stereo not drawn)	-1	1	0	1	x	x	0	x
CC(=O)c1cccc(NC(=O)C(C)OC(=O)c2cc(C)oc2C)c1 (stereo not drawn)	x	-2	x	-6	-8	0	-1	0.1
Cc1ccc(-c2cc(C(=O)NCc3ccco3)c3ccccc3n2)s1	-6	-5	5	-2	x	x	-3	x
CC(=O)c1sc2nc(-c3ccco3)ccc2c1N	8	-1	5	7	2	-2	-8	0.0
CCOc1ccc2oc(C(=O)N3CCCN(C)CC3)c(C)c2c1	-10	1	-6	-2	5	-13	2	x
O=C(COC(=O)c1ccc(Br)o1)Nc1cccc(S(=O)(=O)N2CCOCC2)c1	-12	-1	-8	1	-3	-20	4	0.0

Additional records follow:
SMILES	miR-122 sensor	PglD DTNB	PGC1a acetyl inh	RAD54 inh	ERAP1 inh	RAD52 anneal inh	Cneo AK release	E-sel inducer
CC(=O)c1sc(NC(=O)c2ccc(C(C)(C)C)cc2)nc1C	-1	0	0	-12	-2	-19	-4	2.3
Cc1cc(C(=O)N2CCC(Cc3ccccc3)CC2)no1	-8	-2	-1	-5	0	-3	-3	0.4
CCCCN(C(=O)c1ccc(-n2nc(C)cc2C)cc1)c1c(N)n(CCC)c(=O)[nH]c1=O	-11	2	x	1	-5	-8	-1	x
CC1(C)CC(=O)C(C=NCCN2CCN(C3CC(=O)N(c4ccc(Br)cc4)C3=O)CC2)=C(O)C1 (stereo not drawn)	-3	x	6	x	1	-9	x	x
CCN(CCc1ccccc1)c1ccc2c(c1)C1CC2CCN1C(=O)OCc1ccccc1 (stereo not drawn)	-4	3	4	5	-1	3	7	0.9
O=C(COC(=O)CNS(=O)(=O)c1cc(C(F)(F)F)ccc1Cl)NC1CC1	-2	7	-1	1	-1	-4	0	x
O=C(Nc1ccccc1)/C(=C\c1ccccc1)NC(=O)c1ccco1	3	3	-9	-14	2	-11	1	-0.2

Assay outcomes as filed in PubChem BioAssay.
